mut p53 react: re-activators of the mutant p53 pathway. activation, % at 9.98 µM. SW480 PUMA-promoter luciferase, p53 mutant reactivation. actives 1.5% (n = 28,000); in the data active = activation above about 52%
STK33 kin inh: inhibitors of human STK33 kinase. actives 0.44% (n = 27,000). Q9BYT3. ADP-Glo luminescence, MBP substrate. inhibition, % at 12.5 µM; in the data active = inhibition above about 20%
Target sequence (Q9BYT3 whole entry, looked up): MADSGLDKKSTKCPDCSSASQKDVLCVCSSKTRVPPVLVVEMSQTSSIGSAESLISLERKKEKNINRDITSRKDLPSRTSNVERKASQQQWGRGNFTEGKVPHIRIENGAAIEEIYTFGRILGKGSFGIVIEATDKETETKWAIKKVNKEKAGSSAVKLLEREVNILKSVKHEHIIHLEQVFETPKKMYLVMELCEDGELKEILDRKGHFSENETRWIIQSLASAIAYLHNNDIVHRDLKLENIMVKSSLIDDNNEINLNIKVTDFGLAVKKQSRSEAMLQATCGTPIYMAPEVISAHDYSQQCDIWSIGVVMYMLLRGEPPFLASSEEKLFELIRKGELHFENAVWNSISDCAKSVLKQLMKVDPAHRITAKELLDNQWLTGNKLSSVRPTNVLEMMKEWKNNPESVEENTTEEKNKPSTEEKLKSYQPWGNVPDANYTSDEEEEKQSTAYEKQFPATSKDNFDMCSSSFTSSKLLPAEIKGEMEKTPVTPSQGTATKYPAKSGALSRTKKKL
Active calls of the source: *; · = no result given.

SMILES	mut p53 react	STK33 kin inh
C[C@@H]1CCCCO[C@@H](CN(C)S(=O)(=O)c2cccs2)[C@@H](C)CN([C@@H](C)CO)C(=O)c2cc(NS(=O)(=O)c3ccc(Cl)cc3)ccc2O1	-29	·
C[C@@H]1CN([C@H](C)CO)C(=O)Cc2cc(NC(=O)Nc3ccc(F)cc3)ccc2O[C@H]1CN(C)C	·	-2
O=C(CSc1nc2ccccc2[nH]1)Nc1ccc2c(c1)oc1ccccc12	-11	1
O=C(Nc1ccccc1)c1ccc(Br)c(S(=O)(=O)Nc2ccccn2)c1	11	-4
O=C(CSc1nnc(-c2ccc(Br)cc2)o1)Nc1ccc(Cl)c(Cl)c1	-2	1
Nc1nc(-c2ccc(Cl)c(Cl)c2)c(-c2ccncc2)s1	-31	·
C[C@H](CO)N1C[C@H](C)[C@H](CN(C)C)Oc2ccc(NC(=O)Nc3ccc(F)cc3)cc2C1=O	12	-1
C[C@H]1CN([C@@H](C)CO)C(=O)Cc2cc(NC(=O)Nc3ccccc3)ccc2O[C@H]1CN(C)S(=O)(=O)c1ccc(Cl)cc1	·	0
CC(C)NC(=O)Nc1ccc2c(c1)C(=O)N([C@@H](C)CO)C[C@H](C)[C@H](CN(C)C(=O)Cc1ccccc1)OCCCC[C@@H](C)O2	-3	·
COCC(O)CSc1nc(C)[nH]c1[N+](=O)[O-] (centres undefined)	-16	-1
COc1ccc(S(=O)(=O)N(C)C[C@H]2Oc3ccc(NS(=O)(=O)c4ccccc4)cc3CC(=O)N([C@@H](C)CO)C[C@@H]2C)cc1	1	3
C[C@@H]1CN([C@H](C)CO)C(=O)Cc2cc(NC(=O)C3CC3)ccc2O[C@H]1CN(C)CC1CCCCC1	·	-3
COc1ccc(S(=O)(=O)N(C)C[C@H]2Oc3ccc(NC(=O)CCN4CCOCC4)cc3C(=O)N([C@@H](C)CO)C[C@H]2C)cc1	-3	·
O=C(Cn1ccc([N+](=O)[O-])n1)N1CCOCC1	-2	1
C[C@@H]1CN([C@@H](C)CO)C(=O)Cc2cc(NS(=O)(=O)c3cccs3)ccc2O[C@@H]1CN(C)S(=O)(=O)c1ccc(F)cc1	·	-2
CC(=O)c1cccc(NC(=O)Nc2cccc(S(=O)(=O)N3CCOCC3)c2)c1	-13	3
COC(=O)C(CC#Cc1ccc2c(c1)[C@]1(C(=O)N2)[C@H](c2ccc(O)cc2)N2[C@H](c3ccccc3)[C@H](c3ccccc3)OC(=O)[C@H]2[C@@H]1C(N)=O)C(=O)OC	·	4
C[C@H]1CN([C@@H](C)CO)C(=O)c2cc(C#Cc3cccnc3)cnc2O[C@@H]1CN(C)S(=O)(=O)c1ccccc1F	-16	·
C[C@H]1CN([C@@H](C)CO)C(=O)CCCn2cc(nn2)CO[C@H]1CN(C)S(=O)(=O)c1ccc(-n2cccn2)cc1	2	3
Cc1cccc(Cl)c1NC(=S)NC(Cc1ccccc1)c1ccccc1 (centres undefined)	·	1
COc1ccc(NC(=O)C2=C(C)NC(=O)NC2c2cc(OC)ccc2OC)c(OC)c1 (centres undefined)	-4	0
Cc1noc(C)c1NC(=O)Nc1ccc2c(c1)CC(=O)N([C@H](C)CO)C[C@H](C)[C@H](CN(C)CC1CC1)O2	·	2
CNC[C@@H]1OCCCC[C@H](C)Oc2ccc(NC(=O)Nc3cccc4ccccc34)cc2C(=O)N([C@H](C)CO)C[C@@H]1C	-1	·
O=C(c1ccc(O)cc1)c1c(O)cc(O)c([C@@H]2O[C@H](CO)[C@@H](O)[C@H](O)[C@H]2O)c1O	·	0
CC(C)NC(=O)N(C)C[C@@H]1OCc2cnnn2CCCC(=O)N([C@H](C)CO)C[C@H]1C	8	9
COC(=O)c1c(NC(=O)c2c(OC)cccc2OC)sc2c1C(C(=O)OC)CC2 (centres undefined)	16	0
N#Cc1cccc(Cn2cc(C(F)(F)F)ccc2=O)c1	·	1
CCN1CCOC(CC(=O)Nc2cc(OC)cc(OC)c2)C1=O (centres undefined)	0	1
Cc1ccc(S(=O)(=O)N(C)C[C@H]2Oc3c(NS(=O)(=O)c4ccc(F)cc4)cccc3C(=O)N([C@@H](C)CO)C[C@@H]2C)cc1	4	·
Cc1ccc(-c2cc(C(=O)NCc3cccnc3)no2)cc1	91*	-1
COc1ccc(C)cc1CN1CCC(CNC(=O)Nc2cc(Cl)ccc2C)CC1	-12	-3
COc1ccc(CN(C)C[C@H]2Oc3ccc(NC(=O)Nc4ccc(C(F)(F)F)cc4)cc3CC(=O)N([C@H](C)CO)C[C@H]2C)cc1	-3	3
CCCN(C)C[C@H]1Oc2cc(Br)ccc2S(=O)(=O)N([C@H](C)CO)C[C@H]1C	8	·
C[C@H](CO)N1C[C@H](C)[C@H](CN(C)S(C)(=O)=O)Oc2ccc(NC(=O)Cc3ccccc3)cc2C1=O	·	1
CCCC(O)C#Cc1cnc2c(c1)C(=O)N([C@H](C)CO)C[C@H](C)[C@H](CN(C)Cc1ccc3c(c1)OCO3)O2 (some centres undefined)	1	0
CNC[C@H]1Oc2c(NS(=O)(=O)c3cccs3)cccc2C(=O)N([C@H](C)CO)C[C@H]1C	-2	·
O=C(CSc1nc(-c2ccc(Cl)cc2)cs1)Nc1cccc([N+](=O)[O-])c1	-1	2
C[C@H](CO)N1C[C@H](C)[C@H](CN(C)Cc2ccc(C(=O)O)cc2)OCCCC[C@H](C)Oc2ccc(NC(=O)Nc3ccc(F)cc3)cc2C1=O	9	·
Cc1ccc(S(=O)(=O)N2C(=O)CCC2C(=O)Nc2ccc(Cl)c(Cl)c2)cc1 (centres undefined)	-4	3
O=C(CCn1cnc2ccccc2c1=O)Nc1ccc(S(=O)(=O)N2CCCC2)cc1	5	6
O=C(C(NS(=O)(=O)c1cccc2nsnc12)c1ccccc1)N1CCc2ccccc21 (centres undefined)	-4	·
Cc1ccc([N+](=O)[O-])cc1NC(=O)c1cc(S(=O)(=O)N2CCOCC2)c(Cl)cc1Cl	-11	-6
C[C@@H]1CCCCO[C@H](CN(C)C(=O)NC2CCCCC2)[C@H](C)CN([C@H](C)CO)C(=O)c2cc(NC(=O)Nc3cccc4ccccc34)ccc2O1	-29	·
COC(=O)c1cc(OC)c(OC)cc1NC(=O)COc1ccc(C)cc1Br	23	1
C[C@@H]1CN([C@@H](C)CO)C(=O)c2cccc(NS(=O)(=O)c3ccccc3)c2O[C@H]1CN(C)C(=O)NC1CCCCC1	13	·
Cn1nnnc1SCC(=O)Nc1ccc(Oc2ccc(Cl)cc2)cc1	-8	1
Cc1ccc(S(=O)(=O)N(C)C[C@@H]2OCc3cnnn3CCCC(=O)N([C@@H](C)CO)C[C@H]2C)cc1	·	3
C1=C(CN2CCOCC2)COc2c1cccc2OCC1CNCCO1 (centres undefined)	6	·
Cn1c(=O)c2c(nc(SCCCC#N)n2Cc2c(F)cccc2Cl)n(C)c1=O	·	0
C[C@H]1CN([C@@H](C)CO)C(=O)c2ccccc2-c2ccccc2CO[C@@H]1CN(C)C(=O)c1ccc(F)cc1	2	·
O=c1cc(O)c2sc3nc(-c4cccs4)cc(C(F)(F)F)c3c2[nH]1	-13	·
C[C@@H]1CN([C@H](C)CO)C(=O)CCCn2cc(nn2)CO[C@@H]1CN(C)C(=O)Nc1ccc(N2CCN(C)CC2)cc1	·	-4
O=C(CCN1C(=O)C2C3C=CC(C4CC34)C2C1=O)Nc1ccc(F)cc1 (centres undefined)	-12	5
Cc1nn(C)c(C)c1CN1CCN(C(=S)Nc2ccc(S(N)(=O)=O)cc2)CC1	-11	-1
C[C@H](CO)N1C[C@H](C)[C@@H](CN(C)C(=O)Nc2ccccc2)Oc2c(NC(=O)C3CC3)cccc2C1=O	-3	·
C[C@H](CO)N1C[C@H](C)[C@H](CN(C)S(=O)(=O)c2ccc(F)cc2)OCCCC[C@H](C)Oc2ccc(NC(=O)C3CCCCC3)cc2C1=O	-17	·
COc1ccc(S(=O)(=O)Nc2cccc3c2O[C@@H](CN(C)C)[C@H](C)CN([C@H](C)CO)C3=O)cc1	5	·
C[C@@H]1CN([C@@H](C)CO)C(=O)c2cc(C#Cc3ccccc3)cnc2O[C@H]1CN(C)S(=O)(=O)c1ccccc1F	-3	·
CC(C)NC(=O)Nc1ccc2c(c1)C(=O)N([C@@H](C)CO)C[C@@H](C)[C@H](CN(C)C(=O)Nc1ccc(F)cc1)O2	·	2
COc1ccc(C(=O)Oc2c(S(=O)(=O)c3ccccc3)c(C)nn2-c2ccccc2)cc1	-5	-3

Further entries
SMILES	mut p53 react	STK33 kin inh
CC1CCC(C(C)C)C(N(Cc2ccccc2)C(=O)c2cccs2)C1 (centres undefined)	·	0
O=C1C[C@@](C(=O)NCc2ccccc2)(c2ccc([N+](=O)[O-])cc2)[C@@H](c2ccc(CO)cc2I)N1CC12CC3CC(CC(C3)C1)C2	·	1
COc1ccc(NC(=O)Nc2ccc3c(c2)C(=O)N([C@H](C)CO)C[C@H](C)[C@H](CN(C)C(=O)NC(C)C)O3)cc1	·	-2
COc1ccc(OC)c(N(CC(=O)Nc2cccc(Cl)c2Cl)S(C)(=O)=O)c1	3	6
CN(C)CCCN1C(=O)C(=O)C(C(=O)c2cccs2)C1c1ccc(Cl)c(Cl)c1 (centres undefined)	-2	0
CCC(=O)c1ccc(OCC(O)Cn2nc(C)cc2C)cc1 (centres undefined)	9	-4
O=C(NCCCN1CCOCC1)c1cccc([N+](=O)[O-])c1	8	-2
COc1ccc(S(=O)(=O)N(C)C[C@H]2Oc3c(NC(=O)C4CCOCC4)cccc3C(=O)N([C@H](C)CO)C[C@@H]2C)cc1	8	·
C[C@@H]1CN([C@@H](C)CO)C(=O)c2cccc(NS(C)(=O)=O)c2O[C@H]1CN(C)Cc1ccc2c(c1)OCO2	0	·
C[C@@H]1CN([C@@H](C)CO)C(=O)c2cccc(NC(=O)c3nc4ccccc4s3)c2O[C@@H]1CN(C)Cc1ccc(C(F)(F)F)cc1	-18	·
CCCC#Cc1ccc2c(c1)O[C@H](CN(C)C(=O)c1cnccn1)[C@@H](C)CN([C@H](C)CO)S2(=O)=O	-7	·
C=CCN1C(=O)[C@]2(O[C@H](CCn3cc([C@H](O)c4ccccc4)nn3)[C@@H]([Si](C)(C)c3ccc(OC)cc3)[C@@H]2C)c2ccccc21	·	6
C[C@@H]1CCCCO[C@@H](CN(C)Cc2ccc(C(=O)O)cc2)[C@@H](C)CN([C@@H](C)CO)C(=O)c2cc(NC(=O)c3ccncc3)ccc2O1	-1	·
Cc1cc(C)nc(/N=C2\NC(=O)CC(C(=O)O)N2c2ccc(F)c(Cl)c2)n1 (centres undefined)	10	-2
Cc1noc(C)c1NC(=O)Nc1cccc2c1O[C@H](CN(C)C)[C@H](C)CN([C@@H](C)CO)C2=O	4	·
C[C@H]1CN([C@@H](C)CO)C(=O)c2cccc(NS(=O)(=O)c3ccc(F)cc3)c2O[C@H]1CN(C)Cc1ccc(C(F)(F)F)cc1	-9	·
COc1ccc(NC(=S)NCc2cccnc2)cc1OC	8	-1
CCOC(=O)C1CCCCN1Cc1ccco1 (centres undefined)	1	-3
COc1ccc(S(=O)(=O)Nc2ccc3c(c2)C(=O)N([C@H](C)CO)C[C@H](C)[C@H](CN(C)S(=O)(=O)c2ccc(Cl)cc2)OCCCC[C@@H](C)O3)cc1	·	4
CNC[C@H]1Oc2ccc(NC(=O)Cc3cn(C)c4ccccc34)cc2CC(=O)N([C@H](C)CO)C[C@@H]1C	-9	·
C[C@@H]1CCCCO[C@H](CN(C)CC2CCCCC2)[C@@H](C)CN([C@H](C)CO)C(=O)c2cc(NC(=O)Cc3ccccc3)ccc2O1	·	1
CNC[C@@H]1Oc2ccc(NC(=O)Cc3cn(C)c4ccccc34)cc2CC(=O)N([C@H](C)CO)C[C@H]1C	-19	2
COc1ccc(-c2nnc(SCCC(=O)O)n2C)cc1OC	-18	-2
Cc1ccc(S(=O)(=O)N(C)C[C@H]2Oc3ccc(NC(=O)CCN4CCOCC4)cc3CC(=O)N([C@H](C)CO)C[C@H]2C)cc1	-9	-2
CC(=O)c1cccc(NC(=O)CN(C2CCCCC2)S(=O)(=O)c2ccc(Br)cc2)c1	-2	-3
C[C@H](CO)N1C[C@H](C)[C@@H](CN(C)S(C)(=O)=O)OCc2cnnn2CCCC1=O	·	0
C[C@@H]1CN([C@H](C)CO)S(=O)(=O)c2ccc(C3=CCCC3)cc2O[C@H]1CN(C)CC1CCCC1	-23	·

Part of the list above, with two lines to a compound:
Below each compound – mut p53 react	STK33 kin inh
> C[C@@H]1CCCCO[C@@H](CN(C)Cc2ccc(C(=O)O)cc2)[C@@H](C)CN([C@@H](C)CO)C(=O)c2cc(NC(=O)c3ccncc3)ccc2O1
 : -1	·
> Cc1cc(C)nc(/N=C2\NC(=O)CC(C(=O)O)N2c2ccc(F)c(Cl)c2)n1 (centres undefined)
 : 10	-2
> Cc1noc(C)c1NC(=O)Nc1cccc2c1O[C@H](CN(C)C)[C@H](C)CN([C@@H](C)CO)C2=O
 : 4	·
> C[C@H]1CN([C@@H](C)CO)C(=O)c2cccc(NS(=O)(=O)c3ccc(F)cc3)c2O[C@H]1CN(C)Cc1ccc(C(F)(F)F)cc1
 : -9	·
> COc1ccc(NC(=S)NCc2cccnc2)cc1OC
 : 8	-1
> CCOC(=O)C1CCCCN1Cc1ccco1 (centres undefined)
 : 1	-3
> COc1ccc(S(=O)(=O)Nc2ccc3c(c2)C(=O)N([C@H](C)CO)C[C@H](C)[C@H](CN(C)S(=O)(=O)c2ccc(Cl)cc2)OCCCC[C@@H](C)O3)cc1
 : ·	4
> CNC[C@H]1Oc2ccc(NC(=O)Cc3cn(C)c4ccccc34)cc2CC(=O)N([C@H](C)CO)C[C@@H]1C
 : -9	·
> C[C@@H]1CCCCO[C@H](CN(C)CC2CCCCC2)[C@@H](C)CN([C@H](C)CO)C(=O)c2cc(NC(=O)Cc3ccccc3)ccc2O1
 : ·	1
> CNC[C@@H]1Oc2ccc(NC(=O)Cc3cn(C)c4ccccc34)cc2CC(=O)N([C@H](C)CO)C[C@H]1C
 : -19	2
> COc1ccc(-c2nnc(SCCC(=O)O)n2C)cc1OC
 : -18	-2

Not all compounds are listed; rates above refer to the full screens.
